CXCR6 block: CXCR6 (human) receptor inhibition; O00574; CHO-K1 PathHunter CXCR6 beta-arrestin, luminescence; inhibition, % at 20 µM; hit rate 0.36% among 360,000; AID 602244; in the data active = inhibition above about 34%, passing the limit was not always enough;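 note: antagonist mode with CXCL16 agonist at 10 nM final; 0% = 10 nM CXCL16 with DMSO and 100% = unstimulated wells without agonist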
CCR6 antag: CCR6 (human) receptor antagonism; P51684; CHO-K1 CCR6 PathHunter beta-arrestin, luminescence, CCL20-stimulated; inhibition, % at 20 µM; hit rate 0.49% among 340,000; AID 493098;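 active = compounds whose inhibition of the agonist-driven luminescence signal at 20 µM reaches about 50%, limit read from the data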;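 note: cells stimulated with CCL20 at 14 nM final; plate controls were DMSO with CCL20 for no effect and DMSO without agonist for full effect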
Target sequence (P51684 whole entry, looked up): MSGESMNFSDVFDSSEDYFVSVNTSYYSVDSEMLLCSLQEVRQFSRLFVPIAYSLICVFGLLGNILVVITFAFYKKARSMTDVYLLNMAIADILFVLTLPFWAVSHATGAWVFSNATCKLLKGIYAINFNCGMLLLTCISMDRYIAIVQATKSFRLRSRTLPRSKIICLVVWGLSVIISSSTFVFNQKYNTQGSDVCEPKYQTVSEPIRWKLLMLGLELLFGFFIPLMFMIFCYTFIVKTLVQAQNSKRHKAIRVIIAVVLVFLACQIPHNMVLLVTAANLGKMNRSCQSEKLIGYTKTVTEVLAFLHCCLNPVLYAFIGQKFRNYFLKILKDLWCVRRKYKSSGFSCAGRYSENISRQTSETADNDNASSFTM
Gli-Sufu antag: antagonists of Gli-Sufu signaling. hit rate 0.74% among 340,000. inhibition, % at 5 µM. Sufu-KO-LIGHT fibroblasts, Gli luciferase reporter luminescence;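 active = inhibition above about 55%, limit read from the data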;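 note: 0% = DMSO-treated cells and 100% = wells with medium but no cells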
EBI2 antag: EBI2 (human) antagonism; EBI2 beta-arrestin recruitment, luminescence, 7a,25-OHC stimulated; hit rate 0.81% among 360,000; inhibition, % at 5 µM; P32249; in the data active = inhibition above about 38%;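 note: enzyme fragment complementation signal reports receptor beta-arrestin coupling in cells; 0% = agonist plus DMSO wells and 100% = wells without agonist; some results beyond the cut were filed as inactive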
Target sequence (P32249 whole entry, looked up, the tested form may be a part): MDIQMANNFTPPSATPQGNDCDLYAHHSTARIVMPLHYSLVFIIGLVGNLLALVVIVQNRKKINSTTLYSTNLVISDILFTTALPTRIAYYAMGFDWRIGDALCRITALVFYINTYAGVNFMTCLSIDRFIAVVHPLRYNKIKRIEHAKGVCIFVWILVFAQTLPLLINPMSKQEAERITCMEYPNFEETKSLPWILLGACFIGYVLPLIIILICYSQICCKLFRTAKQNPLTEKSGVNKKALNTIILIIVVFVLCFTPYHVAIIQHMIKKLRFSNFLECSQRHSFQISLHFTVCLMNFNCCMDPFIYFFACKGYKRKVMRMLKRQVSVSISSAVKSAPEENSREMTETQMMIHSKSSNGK
APJ antag: antagonists of human APJ apelin receptor; P35414; CHO-K1 APJ beta-arrestin complementation, luminescence; inhibition, % at 20 µM; hit rate 0.32% among 330,000;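 active = inhibition above about 40% at 20 µM, limit read from the data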;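 note: cells challenged with 10 nM apelin-13 agonist together with compound; plate controls were apelin-13 plus DMSO wells for no effect and DMSO wells lacking apelin-13 for full effect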
UBC13 inh: inhibitors of human UBC13 polyubiquitin chain formation | P61088 | TR-FRET | inhibition, % at 20 µM | hit rate 0.47% among 330,000 | AID 485273; in the data active = inhibition above about 45%, passing the limit was not always enough
Target sequence (P61088 whole entry, looked up): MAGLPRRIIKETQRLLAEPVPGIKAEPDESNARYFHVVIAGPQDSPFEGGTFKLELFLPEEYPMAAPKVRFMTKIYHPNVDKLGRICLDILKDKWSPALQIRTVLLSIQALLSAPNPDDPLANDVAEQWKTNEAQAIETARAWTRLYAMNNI
Jurkat NFkB inh: inhibitors of the PMA/ionomycin-induced NF-kB reporter in Jurkat cells. AID 435003. PMA/ionomycin-induced NF-kB luciferase reporter, luminescence. hit rate 0.53% among 330,000. inhibition, % at 4 µM; in the data active = inhibition above about 50%
697 NFkB inh: inhibitors of the PMA/ionomycin-induced NF-kB reporter in 697 B cells. 697 B-cell NF-kB luciferase reporter, 16 h. inhibition, % at 4 µM. hit rate 0.33% among 330,000; in the data active = inhibition above about 35%
The depositor's hits bear a star; / = not tested or not shown. Outcome played no part in choosing rows; about 3% have a hit in one of these screens.

SMILES	CXCR6 block	CCR6 antag	Gli-Sufu antag	EBI2 antag	APJ antag	UBC13 inh	Jurkat NFkB inh	697 NFkB inh
O=C(OCC(=O)N1CCc2ccccc21)c1cccnc1	2	-3	-2	-6	13	-22	-4	4
CCn1c(=O)cc(SCC(=O)Nc2ccc3c(c2)OCO3)c2ccccc21	6	7	3	2	6	26	4	15
CN(C)c1ccc(NC(=O)c2ccc([N+](=O)[O-])cc2Cl)cc1	-16	-4	-69	-10	-2	1	-59	-53
CC(OC(=O)CN1C(=O)NC2(CCCC2)C1=O)C(=O)c1ccccc1 (stereo unspecified)	0	9	-4	-19	10	-2	5	-13
O=C(CSc1nc2ccccc2c(=O)[nH]1)N1CCCCC1	3	1	-6	2	19	6	-1	1
CN(CC(=O)Nc1ccccc1Cl)CC(=O)N(C)c1c(N)n(Cc2ccccc2)c(=O)[nH]c1=O	5	-3	4	5	3	-9	-8	9
Cc1ccc(C(=O)c2oc3ccccc3c2NC(=O)c2cc(-c3cc(C)ccc3O)n[nH]2)cc1	4	9	-6	6	-15	-22	5	6
CCO[C@H]1OC(C(=O)N2CCOCC2)=C[C@@H](C2CC2)[C@@H]1CCCO	-9	-2	99*	-11	7	1	9	-7
Cc1ccc(SCC(=O)N2CCc3ccccc32)cc1	4	14	-47	11	-4	5	-56	-66
CC1=CC(=O)C(C(C)C)=C/C1=N\OC(=O)c1cccc2nc(C)oc12	4	15	28	6	-1	-1	0	-5
O=C(Nc1ccccc1N1CCCC1)C1CCN(S(=O)(=O)c2cccc(C(F)(F)F)c2)CC1	-2	3	0	4	15	-7	16	-13
Cc1cc2n(n1)C(c1ccc(O)cc1)Nc1ccccc1-2 (stereo unspecified)	-2	9	-9	8	-2	8	-7	3
CC(C)(C)C1CCC(=NNC(=S)Nc2cccnc2)CC1 (stereo unspecified)	-7	12	17	1	8	11	0	1
COc1ccnc(Oc2ccccc2)c1C(N)=O	0	-8	8	11	-3	5	-23	-17
CC(=O)N(C)c1ccc(OCC(O)CN(Cc2ccco2)S(=O)(=O)c2ccc(C)cc2)cc1 (stereo unspecified)	-1	2	13	1	-1	3	0	5
C=C1CC2C3CC[C@@]4(OCOC45COCO5)[C@@]3(C)C(O)CC2[C@@]2(C)CCC(=O)C=C12 (stereo partly specified)	-11	3	17	5	-4	-16	25	-24
O=C(Nc1ccc2oc(-c3ccncc3)nc2c1)c1ccc(F)cc1	-4	-3	4	-6	-11	20	7	-4
CCOCCCNC(=O)Cc1ccc(Br)cc1	-13	-14	-3	-13	-5	17	3	11
COc1cccc(C(=O)O/N=C(\N)CS(=O)(=O)c2ccccc2)c1	-13	-3	-8	2	-14	12	-13	-28
CCCOc1ccc(C(=O)O/N=C(\CC)c2ccc(C)cc2)cc1	-15	22	-14	19	-12	2	-5	16

Filtered by structure, the entries above containing a Cl atom
SMILES	CXCR6 block	CCR6 antag	Gli-Sufu antag	EBI2 antag	APJ antag	UBC13 inh	Jurkat NFkB inh	697 NFkB inh
CN(C)c1ccc(NC(=O)c2ccc([N+](=O)[O-])cc2Cl)cc1	-16	-4	-69	-10	-2	1	-59	-53
CN(CC(=O)Nc1ccccc1Cl)CC(=O)N(C)c1c(N)n(Cc2ccccc2)c(=O)[nH]c1=O	5	-3	4	5	3	-9	-8	9

Back to the main list, starting two compounds before the break.
SMILES	CXCR6 block	CCR6 antag	Gli-Sufu antag	EBI2 antag	APJ antag	UBC13 inh	Jurkat NFkB inh	697 NFkB inh
COc1cccc(C(=O)O/N=C(\N)CS(=O)(=O)c2ccccc2)c1	-13	-3	-8	2	-14	12	-13	-28
CCCOc1ccc(C(=O)O/N=C(\CC)c2ccc(C)cc2)cc1	-15	22	-14	19	-12	2	-5	16
CCn1c(SCC(=O)NCC2CCCO2)nnc1-c1ccc(Cl)cc1 (stereo unspecified)	-6	7	-2	6	3	9	5	15
COC(=O)N1CCN(c2ccc(Cl)c(Cl)c2)CC1	-4	4	22	0	-12	18	-1	-7
CC1(C)Cc2c(c(-c3ccco3)[nH]c(=O)c2C#N)CO1	5	-10	-2	-17	6	3	-2	20
COc1ccc(C2C(C(C)=O)=C(O)C(=O)N2c2nccs2)cc1OC (stereo unspecified)	4	7	1	7	/	/	/	/
O=C(CCN1C(=O)c2ccccc2C1=O)Nc1ccc2c(c1)OCCO2	2	11	3	-2	-22	5	3	20
CCCSc1nc(N)cc(=O)[nH]1	-3	5	-33	-13	5	-5	6	3
COc1cccc(CNC(=O)C2CCC(CNc3c(N4CCC(C)CC4)c(=O)c3=O)CC2)c1 (stereo unspecified)	-1	3	3	-1	11	8	11	11
Cc1cccc(NC(=O)COC(=O)CSc2ccccc2)c1C	-7	-5	-5	-12	21	5	-3	17
COc1ccc(Cl)cc1C(=O)NNC(=O)COC(=O)CC(NC(C)=O)c1ccccc1 (stereo unspecified)	7	14	0	0	-13	-4	4	-13
CC(O)c1cccc(-c2ccc(CN3C[C@]4(CO)O[C@@H](CO)C[C@@H]4S3(=O)=O)cc2)c1 (stereo partly specified)	-7	11	-3	-7	/	/	/	-4
COc1ccc(NS(=O)(=O)c2cc(C(=O)N3CCN(C/C=C/c4ccccc4)CC3)ccc2C)cc1	-1	-11	-3	13	3	3	3	0
NC(=O)c1ccc(NC(=O)CSC(=O)c2ccccc2)cc1	3	0	-12	-1	1	0	-3	-2
COc1ccc(NS(=O)(=O)c2cc(NC(=O)c3cccs3)ccc2N2CCCC2)cc1	1	25	/	14	-6	8	17	-15
O=C(CN(Cc1ccccc1Cl)C(=O)c1csnn1)NCCc1ccccc1	7	12	30	0	10	-2	7	4
O=C(c1c[nH]c(C(=O)C(Cl)(Cl)Cl)c1)c1c(F)cccc1F	-4	11	2	-5	6	2	-10	-1
Cc1ccc(F)c(NC(=O)CCc2ccccc2)c1	4	3	-21	10	7	-5	-49	-12
CC(C)(C)NC(=O)NC(=O)CN1CCC(Cc2ccccc2)CC1	-5	-3	8	-12	-1	7	17	-9
CC(C)(C)SCCSC1=CC(=O)CC(c2ccccc2)C1 (stereo unspecified)	-3	18	-20	6	-8	-1	-25	-52
COc1ccc(N2CC(C(=O)NCc3n[nH]c(=O)c4ccccc34)CC2=O)cc1 (stereo unspecified)	4	11	11	-12	-49	-8	19	20
CCOC(=O)c1ccc2nc(C)c(CCC(C)=O)c(Cl)c2c1	-3	11	-73	-4	9	7	-62	-113

As entered above:
CCn1c(SCC(=O)NCC2CCCO2)nnc1-c1ccc(Cl)cc1 (stereo unspecified) in Jurkat NFkB inh is entered as 5
CCOC(=O)c1ccc2nc(C)c(CCC(C)=O)c(Cl)c2c1 in Jurkat NFkB inh is entered as -62
Cc1ccc(F)c(NC(=O)CCc2ccccc2)c1 in APJ antag is entered as 7

The list continues.
SMILES	CXCR6 block	CCR6 antag	Gli-Sufu antag	EBI2 antag	APJ antag	UBC13 inh	Jurkat NFkB inh	697 NFkB inh
CC(NC(=O)CCl)c1ccc(Cl)c(Cl)c1 (stereo unspecified)	-3	1	5	-4	22	6	35	24
Cc1cccc(OCC(=O)NNC(=O)C2CCCCC2C(=O)O)c1 (stereo unspecified)	7	7	-8	1	15	-2	4	11
Cc1cc(C)c(NC(=O)CNC(=O)COC(=O)C2=COCCO2)c(C)c1	-2	0	52	1	-16	-8	-9	-3
CC(NC(=O)c1ccc(OC2CCN(Cc3ccccn3)CC2)cc1)c1ccccc1 (stereo unspecified)	2	2	-6	4	-1	16	2	7
CCCc1cc(=O)[nH]c(SCC(=O)c2c(N)n(C3CC3)c(=O)[nH]c2=O)n1	0	-1	5	0	2	-6	-6	26
CCSC1(SCC)N=C(N)C2(C#N)C(c3ccccc3)NC(C)=C(C)C12C#N (stereo unspecified)	1	-7	-23	-3	/	/	/	/
O=C(Cn1cnc2scc(-c3ccccc3)c2c1=O)N1CCOCC1	-13	4	-32	-10	-9	0	5	16
COc1ccc(C(C(=O)NC(C)(C)C)N(C(=O)CNC(=O)c2cccs2)c2ccc(C(C)C)cc2)cc1OC (stereo unspecified)	11	-5	-2	4	23	-5	6	8
CC(=O)n1cc([C@H]2C=C(C(=O)NCc3ccccc3)O[C@@H](OCCCCO)C2)c2ccccc21	-7	9	13	9	13	31	3	15
CC(C)NS(=O)(=O)c1ccc(OCC(=O)Nc2cccc(F)c2)cc1	-2	-11	-5	-7	-5	14	7	-2
CCCC12CN3CC(C)(CN(C1)C31CCCCC1)C2=O	-3	-16	4	-8	2	-9	0	-4
NC(=O)COc1c(-c2ccccc2)oc2ccccc2c1=O	-2	3	1	-4	-9	3	-4	1
Cc1[nH]c2ccccc2c1C(=O)C(=O)NC1CC(=O)N(c2ccc(F)cc2)C1 (stereo unspecified)	2	1	-3	1	2	-6	10	7
O=C(c1ccc(F)cc1)N1CCN(c2ccc(N3CCOCC3)nn2)CC1	2	4	-5	7	9	7	12	7
COc1ccc(NC(=O)Cn2nnc3sc4c(c3c2=O)CC(C)(C)OC4)cc1	-5	4	3	4	-4	-5	-1	14
COC(=O)c1ccsc1NC(=O)c1ccco1	1	6	-8	-12	-5	17	4	-6
Cc1c(C)n(Cc2ccccc2)c2ncnc(NN)c12	19	23	-11	5	12	7	-14	-8
CCCN(CC(=O)Nc1ccccc1C)C(=O)c1ccc(COc2ccccc2)cc1	-2	-6	11	16	14	-2	-12	4
CCNc1ccc(S(N)(=O)=O)cc1[N+](=O)[O-]	0	-4	6	-10	-1	-9	2	-15
CCc1ccc(CN(C)Cc2nc(Cc3ccccc3)no2)nc1	-7	-3	21	-5	10	-2	11	15

3 compounds already listed, ordered by their value in EBI2 antag, largest number first:
structure | EBI2 antag
COc1ccc(NS(=O)(=O)c2cc(NC(=O)c3cccs3)ccc2N2CCCC2)cc1 | 14
CC1=CC(=O)C(C(C)C)=C/C1=N\OC(=O)c1cccc2nc(C)oc12 | 6
CCn1c(=O)cc(SCC(=O)Nc2ccc3c(c2)OCO3)c2ccccc21 | 2

Continuation:
SMILES	CXCR6 block	CCR6 antag	Gli-Sufu antag	EBI2 antag	APJ antag	UBC13 inh	Jurkat NFkB inh	697 NFkB inh
Cc1cccc(NC(=O)CN2C(=O)NC(C)(c3ccc4ccccc4c3)C2=O)n1 (stereo unspecified)	4	14	7	15	-4	-4	13	-12
Cc1ccccc1C(=O)c1cccn1CC(=O)NC1CCCC(C)C1C (stereo unspecified)	6	11	-14	14	7	-2	3	0
COc1ccc(S(=O)(=O)N2CCC(C)CC2)cc1OC	-4	10	7	-21	15	5	0	0
COC(=O)C1=C(C(=O)OC)[C@@H]2N(C)c3ccc(OC)cc3[C@@]23C[C@@H](C(=O)OC)N(C(=O)NCCBr)C3=N1	/	-1	3	/	18	6	14	18
COc1cc(/C=N/N=C2/NC(=O)C(Cc3ccccc3)S2)ccc1O (stereo unspecified)	2	-10	-16	4	-8	-12	-23	-13
Cc1cc(CNC(=O)CC2C(=O)NCCN2Cc2ccccc2C(F)(F)F)on1 (stereo unspecified)	-7	15	-2	0	18	-1	-4	-6
CCOc1ccc(-c2nc(-c3cccs3)c(CC(=O)O)s2)cc1OC	-4	-6	-33	-6	3	-8	-4	1
O=C(CNC(=O)c1ccccc1)NCC(=O)OCC(=O)c1ccccc1Cl	4	11	6	-2	6	8	-14	14
COc1ccc2c(c1OC)OCC2C (stereo unspecified)	-2	17	3	2	/	/	/	/
CCCCNC(=O)C1CCN(S(=O)(=O)c2ccc3c(c2)CC(C)N3C(=O)C2CC2)CC1 (stereo unspecified)	-2	5	94*	-10	-59	6	-9	10
CCS(=O)(=O)Nc1ccc(-c2ccc(NS(=O)(=O)CC)c(OC)c2)cc1OC	-4	-1	-17	-1	-8	1	-10	1
COc1cc2c(cc1OC)CN(C(=O)CCCN1C(=O)c3ccccc3C1=O)CC2	-4	9	2	-2	5	1	14	-1
Cc1nn(C(=O)c2c([N+](=O)[O-])cnn2C)c(C)c1Cl	-2	8	3	-2	-5	-4	-5	0
COc1ccccc1NC(=O)N1CCN(c2ccc(F)cc2)CC1	0	1	-2	-4	-9	0	12	3
CCCOc1ccc(OCCOCCNCc2ccccc2)cc1	-6	12	24	-18	4	9	8	7
C=CCOC(=O)C1=C(C)NC(=O)NC1c1cc(Cl)cc(Cl)c1OC (stereo unspecified)	-3	7	4	1	-2	-6	-4	-23
CCOC(=O)C1=C(C)N=C2SC(C(=O)OC)=CC(=O)N2C1c1ccc(OC)cc1 (stereo unspecified)	1	13	7	2	1	-1	9	10
S=C(N/N=C/c1cccs1)NC1CC2CCC1C2 (stereo unspecified)	10	15	-2	38	-7	-3	-22	-41
O=C1c2ccccc2C(=O)N1CC#CCN1CCN(C(c2ccccc2)c2ccccc2)CC1	14	13	15	13	12	12	6	14

Screens as filed in PubChem.
